# From PubChem
# NR2E3 ag-1: NR2E3 agonists in two-hybrid cells, primary screen, cell-based, luminescence, CHO-S, Gal4-NCOR/VP16-NR2E3 | Photoreceptor-specific nuclear receptor (Homo sapiens), Q9Y5X4 | luciferase | inhibition of corepressor binding, % at 3.98 µM | 360,000 tested, 0.35% active | AID 602229, 2012;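 active = inhibition above the mean of all tested compounds plus 3 SD, cut at about 70% in these data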;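 also: 0% = DMSO with NR2E3 transfected cells and 100% = cells lacking NR2E3 construct; higher means lower luciferase signal from less NR2E3 corepressor binding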
# Cardio protect: cardioprotection against H2O2-induced cell death, primary screen, uHTS, H9c2 cells, ATPLite luminescence. H9c2 cardiomyocytes, H2O2 injury protection, 2 h. protection from H2O2 cell death, % at 20 µM. 360,000 tested, 0.63% active. AID 588492, 2011;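 active = compounds giving at least 50% protection of heart cells from peroxide-induced death in the single-dose screen, raw or plate-pattern-corrected value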;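 also: 0% = DMSO wells with peroxide and 100% = DMSO wells without peroxide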
# iPSC survival up: enhancers of single-cell hiPSC survival, primary screen, ATPlite luminescence | 100% = ROCK inhibitor wells, 0% = DMSO | survival enhancement, % at 20 µM | 360,000 tested, 0.044% active | AID 602274, 2012; in the data active = survival enhancement above about 18%;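 also: cells exposed to compounds for 16 hours before the ATP read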
# HIF-2a block: HIF-2a reporter inhibitors, primary screen, luminescence, 786-0 RCC cells; 786-0 RCC cells HIF-2a reporter, luciferase luminescence, overnight; inhibition, % at 18.8 µM; 360,000 tested, 0.72% active; AID 624352, 2012;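 active = inhibition of the luminescence signal of 40% or more relative to plate controls, in a single-dose primary screen at 18.75 µM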
# NR2E3 ag-2: inhibitors of NR2E3-RetCOR corepressor binding, primary screen, NR2E3 agonist project, biochemical, TR-FRET, GST-NR2E3, biotin-RetCOR; Photoreceptor-specific nuclear receptor (Homo sapiens), Q9Y5X4; 1536-well; inhibition of corepressor binding, % at 4.78 µM; 320,000 tested, 0.12% active; AID 2300, 2010;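 active = percent inhibition above the cutoff of mean plus 3 SD of all tested compounds, set per screening campaign, cut at about 20% in these data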;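 also: 0% = DMSO wells and 100% = biotin wells as full block of FRET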
#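 Format: 1536-well format; test system: GST-NR2E3 and biotin-RetCOR proteins; read-out basis: percent inhibition of TR-FRET ratio; timing: 5 h incubation at 4 °C; detection: time-resolved FRET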
# CaV13 FRET inh: Primary screen for inhibitors of IQ motif and Ca2+-dependent inactivation inhibitor domain binding in CACNA1D, Förster resonance energy transfer in living cells, … | HEK cells, CFP/YFP FRET ICDI-IQ, plate reader, 10 min; percent FRET-ratio fall versus neutral wells | inhibition, % at 12.3 µM | 340,000 tested, 0.098% active | AID 743397;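 active = mean replicate inhibition of at least 30% and at least 1% of replicates passing that level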;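 also: 0% = median of the neutral control wells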
# PDI inh: inhibitors of human PDI, primary screen, biochemical, turbidity, single point, plate reader; PDI insulin aggregation turbidity, A650, 90 min; inhibition, % at 10 µM; 350,000 tested, 0.052% active; AID 588391, 2011;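 active = mean inhibition across replicates of 30% or more, whatever share of single replicates reach that level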;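 also: absorbance from insulin aggregation driven by PDI reduction with DTT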
# Target sequence (P07237 whole entry, looked up): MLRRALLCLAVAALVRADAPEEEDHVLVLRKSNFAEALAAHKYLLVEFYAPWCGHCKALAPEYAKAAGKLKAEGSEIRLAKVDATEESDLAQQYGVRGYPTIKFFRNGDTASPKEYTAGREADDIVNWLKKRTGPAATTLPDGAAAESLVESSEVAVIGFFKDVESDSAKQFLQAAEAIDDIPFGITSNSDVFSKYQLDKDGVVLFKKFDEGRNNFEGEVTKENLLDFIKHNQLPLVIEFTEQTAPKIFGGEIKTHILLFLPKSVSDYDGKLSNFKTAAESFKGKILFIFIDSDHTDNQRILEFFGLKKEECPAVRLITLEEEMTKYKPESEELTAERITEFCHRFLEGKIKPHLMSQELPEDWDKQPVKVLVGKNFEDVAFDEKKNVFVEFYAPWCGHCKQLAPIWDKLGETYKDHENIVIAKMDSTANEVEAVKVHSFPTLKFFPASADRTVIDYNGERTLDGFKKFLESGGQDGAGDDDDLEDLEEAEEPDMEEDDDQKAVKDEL
# Peg3 promoter: Peg3 promoter-driven luciferase inhibitors, primary screen, cell-based, HeLa, luciferase luminescence. HeLa PEG-Prom luciferase reporter, overnight. inhibition, % at 20 µM. 360,000 tested, 1.7% active;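 active = inhibition of at least 50% at 20 µM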
# HTR2A ag: mouse Htr2a agonists via beta-arrestin recruitment, primary screen, cell-based, luminescence; 360,000 tested, 0.66% active; 5-hydroxytryptamine receptor 2A (Mus musculus), P35363; CHO-K1 mHTR2A beta-arrestin complementation; percent of 30 µM serotonin response; AID 624169, 2012; activation, % at 7.6 µM;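 active = activation above a run cutoff, the mean activation of all tested compounds plus 3 SD, cut at about 14% in these data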;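 also: 0% = plate median of compound wells and 100% = 30 µM serotonin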
# Target sequence (P35363 whole entry, looked up): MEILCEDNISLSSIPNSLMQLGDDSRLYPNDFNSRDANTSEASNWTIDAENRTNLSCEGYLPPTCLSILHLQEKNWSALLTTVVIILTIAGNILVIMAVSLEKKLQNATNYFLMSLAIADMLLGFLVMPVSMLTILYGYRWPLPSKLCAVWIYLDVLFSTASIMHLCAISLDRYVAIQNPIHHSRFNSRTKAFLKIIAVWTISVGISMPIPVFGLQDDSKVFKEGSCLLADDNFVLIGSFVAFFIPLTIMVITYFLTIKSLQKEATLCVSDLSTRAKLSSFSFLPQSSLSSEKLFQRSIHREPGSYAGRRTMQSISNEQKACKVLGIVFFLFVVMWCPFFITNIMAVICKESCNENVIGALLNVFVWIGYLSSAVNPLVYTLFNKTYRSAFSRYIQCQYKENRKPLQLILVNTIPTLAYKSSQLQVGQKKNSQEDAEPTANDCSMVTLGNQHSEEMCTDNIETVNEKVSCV
# Shn3 inh set2: reduction of Shn3 3'UTR firefly luciferase signal, primary screen, Schnurri-3 inhibitor project, cell-based, Clone20 osteoblasts, set 2 | Clone20 osteoblast Shn3 3'UTR firefly luciferase, 24 h | AID 588674, 2011 | inhibition, % at 12.5 µM | 360,000 tested, 0.52% active;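 active = mean inhibition of at least 75% with every replicate also reaching 75%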;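 also: 0% = median of neutral control wells and 100% = pilot-screen positive control compound; some compounds past the cut are filed as inactive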
# TRPM1 prom inh: inhibitors of MITF-dependent TRPM1 promoter reporter, primary screen, cell-based, SK-MEL-5, single point, luciferase | SK-MEL-5 TRPM1 promoter luciferase, 24 h | 330,000 tested, 0.83% active | inhibition, % at 12.5 µM;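 active = mean inhibition across replicates of 60% or more, whatever share of single replicates reaches that level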; also: values of inactives mirror those of a sister screen read the other way
# * = called active by the depositor; . = not tested or not shown.
SMILES,NR2E3 ag-1,Cardio protect,iPSC survival up,HIF-2a block,NR2E3 ag-2,CaV13 FRET inh,PDI inh,Peg3 promoter,HTR2A ag,Shn3 inh set2,TRPM1 prom inh
Cc1ccc(-c2nn(CC(=O)NCc3cc(-c4nn(C)c(=O)c5ccccc45)ccc3C)c(=O)c3ccccc23)cc1,-12,-39,0.9,2,2,-4,9,70*,-1,81,82*
CN(C)/C=C/C(=O)c1cnc(-c2ccc(Cl)cc2)s1,-48,-3,0.0,-269,0,-7,-3,-286,4,-84,-51
COc1ccc(Cl)cc1NC(=O)CN(C(=O)c1ccco1)C1CCCCC1,-22,3,-1.0,3,1,-5,-2,8,-2,4,4
N#CCc1ccc(NC(=O)Cn2c(=O)oc3ccccc32)cc1,6,4,0.6,11,8,-21,-10,12,-2,4,0
N#Cc1cc(-c2ccccc2)nnc1Sc1ccccc1,-1,-6,-3.3,-16,-1,-6,1,-18,3,-37,-5
Cc1ccccc1CSCC(=O)NNC(=S)NCC1CCCO1 (stereo not drawn),-6,-3,2.1,-2,.,-6,-14,7,-4,17,5
O=C(NCc1ccccc1F)C(c1ccccc1)c1ccccc1,-29,-1,0.3,4,-1,-2,-7,-9,4,12,-1
O=S1(=O)CCOC[C@H](Cc2ccccc2)N1Cc1ccccc1Br,0,-8,-0.9,12,.,-11,-3,17,12,7,-17
COC(=O)CN1C(=O)C2(C(C#N)=C(N)Oc3cc(C)oc(=O)c32)c2ccccc21 (stereo not drawn),-6,0,-3.9,13,2,-4,-3,6,2,.,-6
CC(CNC(=O)CCS(=O)(=O)c1cc2c(cc1Cl)NC(=O)CO2)c1ccccc1 (stereo not drawn),-18,-14,-3.5,4,0,-6,.,13,7,1,7
Clc1nc2c(ccc3ccccc32)[nH]1,-77,-7,-0.1,-160,5,-4,-1,-167,-4,-2,-43
CC(OC(=O)CC1Sc2ccccc2NC1=O)C(=O)N(C)Cc1ccccc1 (stereo not drawn),-4,-2,-0.2,-125,.,-6,-8,-37,0,-62,-2
Cc1nc2c(c(N3CCOCC3)n1)OCC(=O)N2,-11,4,-2.4,19,1,.,-1,-2,-4,17,-6
CN(C(=O)c1nn(C)c2c1CSc1ccccc1-2)c1ccc(F)cc1,-18,2,-0.5,-4,-2,-2,-3,-20,0,-14,-11
O=C(Nc1ccc2c(c1)OCO2)c1ccccc1SCC(=O)N1CCCC1,-18,0,-1.0,11,-5,-3,5,-5,2,12,2
Cc1cccc(N=Nc2c(O)[nH]c3ccc(F)cc23)c1,-71,-9,0.1,-279,-1,-29,2,-236,0,-44,-53
C/C(=N/NC(=O)CSc1nc2ccccc2s1)c1ccncc1,-6,-2,-0.6,-16,-3,-4,-4,-2,-2,11,-7
CC1Cc2c([nH]c(=O)n(-c3ccccc3)c2=O)O1 (stereo not drawn),2,-2,-0.1,15,.,-5,-1,0,1,-3,-3
O=C(Nc1ccc(N2CCN(C(=O)c3ccco3)CC2)c(Cl)c1)c1cc2ccccc2o1,55,45,-0.9,-28,0,.,8,100*,11,90*,70*
CCN(CC(=O)Nc1ccc(NC(C)=O)cc1)C(=O)c1ccc2ccccc2c1,0,-3,-0.2,-21,2,-18,5,-37,4,-8,-11
O=C(O)CCCN1C(=O)/C(=C\c2ccccc2OCc2ccccc2)SC1=S,1,2,-0.5,11,4,-17,3,14,10,-28,0
NNC(=O)CNC(=O)C12CC3CC(CC(C3)C1)C2,-10,1,1.1,14,-3,-1,5,7,-2,-22,1
O=C(CN1CCN(S(=O)(=O)c2cc(C(F)(F)F)ccc2Cl)CC1)N1CCc2ccccc2C1,4,-9,0.2,1,1,-5,2,21,-4,10,6
CCS(=O)(=O)N1Cc2ccccc2CC1C(=O)N1CCN(c2cccc(C)c2C)CC1 (stereo not drawn),-1,2,1.7,4,-6,-5,-2,15,2,0,15
NC(=O)CSc1ccc(-c2ccc(F)cc2)nn1,-18,1,-3.0,-19,0,-5,-3,-26,-3,-3,-6

# Later entries.
SMILES,NR2E3 ag-1,Cardio protect,iPSC survival up,HIF-2a block,NR2E3 ag-2,CaV13 FRET inh,PDI inh,Peg3 promoter,HTR2A ag,Shn3 inh set2,TRPM1 prom inh
COc1cccc(C(=O)COC(=O)CCC(=O)NC2CCCCC2)c1,-10,-1,-1.1,15,0,-3,-4,13,2,-11,19
O=C(O)C1CC=C(Cl)CC1C(=O)NC1CCCCC1 (stereo not drawn),-8,7,-0.1,7,4,.,10,0,-1,-15,3
O=C(O)Cc1sc(Nc2ccccc2)nc1-c1cccs1,-92,-3,-0.6,-261,0,-21,-2,-190,-7,-22,-20
Cc1ccc(S[C@@H](CCN2CC[C@H](O)CCC2=O)c2ccccc2)cc1,-7,5,-1.0,4,-3,33*,8,-8,2,-8,11
CCN1CN(Cc2ccco2)CNC1=S,23,0,-0.2,8,1,-2,4,8,2,9,6
O=C(CCn1cccc1)Nc1ccc(OC(F)(F)F)cc1,-12,0,-0.1,-12,3,5,-1,-10,-3,1,-19
COc1cccc(CNC(=O)CCC2CCCN(C(=O)c3cc(C)on3)C2)c1 (stereo not drawn),-36,0,1.0,-7,3,-1,-7,-4,-5,-14,-9
CCN1/C(=C/C(=O)c2ccco2)Sc2ccccc21,1,3,0.2,-78,-1,-5,1,-28,0,-28,20
CC1O[C@@H](O[C@H](C)CC[C@@H](C)O[C@H]2OC(C)[C@@H](O)C[C@H]2O)C(O)C[C@H]1O (stereo partly drawn),-13,2,-2.4,11,5,-6,5,3,-2,7,-1
COC(=O)C1=C(C(=O)OC)SC2(S1)C(C(=O)OC)=C(C(=O)OC)SC1=C2c2cccc(C)c2NC1(C)C,-3,-8,-1.8,8,4,-6,6,19,3,-10,-1
CN(Cc1ccon1)C(=O)CC1C(=O)NCCN1CC1CCCCC1 (stereo not drawn),12,0,2.3,18,3,-7,15,6,1,1,5
CCCCNC(=O)CSc1nc2cc3c(cc2c(=O)n1CCCN(CC)CC)OCO3,9,2,1.3,7,4,-3,0,0,-5,16,12
Cc1ccccc1OCC(=O)NNC(=O)Cc1ccc(S(=O)(=O)N2CCOCC2)s1,26,-2,-0.4,5,1,-5,1,5,1,-6,0
O=C(CSc1ncnc2sccc12)NC1CCS(=O)(=O)C1 (stereo not drawn),-23,9,-2.8,19,.,-5,-3,1,2,-21,8
CCCC1S/C(=N/N=C/c2ccco2)NC1=O (stereo not drawn),-17,1,3.1,21,0,-5,5,-4,0,12,2
O=C1c2ccccc2C(=O)N1CCCC(=O)N1CCCc2ccccc21,-18,5,0.5,-12,4,.,-7,-24,-2,8,7
O=C(NCc1ccc(Cl)cc1)c1cccc(S(=O)(=O)N2CCCC2)c1,-46,1,1.5,-11,2,-3,-15,19,-11,4,14
CCOC(=O)c1cc(=O)c2ccc(OCc3ccccc3)cc2o1,-28,4,-0.8,7,-1,-3,0,9,-2,-1,-12
O=C(CCC(=O)c1cccs1)OCC(=O)c1ccc(F)cc1,-3,5,-2.2,5,.,-10,-4,5,-7,4,0
COc1cc(/C=C/C(=O)Nc2nc3ccc(S(=O)(=O)NC(C)C)cc3s2)cc(OC)c1OC,-4,10,0.4,16,-3,-6,4,7,-2,-6,-9
COc1cccc(NC(=O)c2nnn(Cc3ccc(Br)cc3F)c2N)c1,-28,-11,-1.5,-103,3,-2,.,-82,-2,-14,-19
CC(C)CNc1oc(-c2ccco2)nc1C#N,-6,3,-0.9,-30,1,-4,6,3,-2,6,3
COc1ccccc1C1C(C(C)=O)=C(C)N=c2s/c(=C\c3cc(OC)c(OC)c(OC)c3)c(=O)n21 (stereo not drawn),-9,12,-2.3,10,1,-9,9,25,2,4,-8

# Quoted at random: six entries already listed.
SMILES,NR2E3 ag-1,Cardio protect,iPSC survival up,HIF-2a block,NR2E3 ag-2,CaV13 FRET inh,PDI inh,Peg3 promoter,HTR2A ag,Shn3 inh set2,TRPM1 prom inh
CCCCNC(=O)CSc1nc2cc3c(cc2c(=O)n1CCCN(CC)CC)OCO3,9,2,1.3,7,4,-3,0,0,-5,16,12
COc1cccc(C(=O)COC(=O)CCC(=O)NC2CCCCC2)c1,-10,-1,-1.1,15,0,-3,-4,13,2,-11,19
O=C(NCc1ccc(Cl)cc1)c1cccc(S(=O)(=O)N2CCCC2)c1,-46,1,1.5,-11,2,-3,-15,19,-11,4,14
O=C(O)Cc1sc(Nc2ccccc2)nc1-c1cccs1,-92,-3,-0.6,-261,0,-21,-2,-190,-7,-22,-20
COc1cccc(CNC(=O)CCC2CCCN(C(=O)c3cc(C)on3)C2)c1 (stereo not drawn),-36,0,1.0,-7,3,-1,-7,-4,-5,-14,-9
CCN1/C(=C/C(=O)c2ccco2)Sc2ccccc21,1,3,0.2,-78,-1,-5,1,-28,0,-28,20

# Structural class: those above containing a COOH group
SMILES,NR2E3 ag-1,Cardio protect,iPSC survival up,HIF-2a block,NR2E3 ag-2,CaV13 FRET inh,PDI inh,Peg3 promoter,HTR2A ag,Shn3 inh set2,TRPM1 prom inh
O=C(O)CCCN1C(=O)/C(=C\c2ccccc2OCc2ccccc2)SC1=S,1,2,-0.5,11,4,-17,3,14,10,-28,0
O=C(O)C1CC=C(Cl)CC1C(=O)NC1CCCCC1 (stereo not drawn),-8,7,-0.1,7,4,.,10,0,-1,-15,3
O=C(O)Cc1sc(Nc2ccccc2)nc1-c1cccs1,-92,-3,-0.6,-261,0,-21,-2,-190,-7,-22,-20
